# GAA glycogen mod – qHTS Assay for Inhibitors and Activators of Human alpha-Glucosidase Cleavage of Glycogen; Lysosomal alpha-glucosidase (Homo sapiens), P10253; recombinant GAA, glycogen substrate, Amplex Red glucose oxidase fluorescence; AID 2100, 2009; hit rate 0.38% among 300,000; Potency, µM (doses to about 76.4 µM), inactives show at the top dose activity change, negative = inhibition, most hits filed as inhibitors; active = well fitted inhibition curve with a large enough effect; inconclusive = small, poorly fitted or top-dose-only effect, or another doubt; inactive = no such curve, though single readings can be large or run the other way;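 note: 0% = full enzyme reaction and -100% = no-enzyme basal signal; the screen sought inhibitors and activators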
#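 Recombinant human alpha-glucosidase (4 nM final) hydrolysed bovine liver glycogen (30 ug) for 40 min at 37 C in pH 5.0 citrate/phosphate with 0.01% Tween-20. Released glucose detected by glucose oxidase/Amplex Red, Ex 573/Em 610 nm. Compounds up to 77 uM; AC50 from Hill fits.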
# The depositor's hits bear a star; ? = inconclusive; & = joins results of further samples; [ ] = dose if it differs, or a comment. Potency is the fitted concentration of half-maximal effect. Only part of the results is shown. The share of hits here may be higher or lower than overall.
Structure | GAA glycogen mod
COc1ccc(N(CC(=O)Nc2cccc(Cl)c2C)S(=O)(=O)c2c(C)nn(C)c2C)cc1 | 13%[76.3 µM]
Cc1ccc(Cn2c(C(=O)O)c(CNCc3cccs3)c3ccc(C)cc32)cc1 | 11%[76.3 µM]
C/C(=N\NC(=O)Cc1c(F)cccc1Cl)c1cccnc1 | 2%[76.3 µM]
COc1ccc(S(=O)(=O)NCCc2ccncc2)cc1 | 0%[76.3 µM]
COC(=O)c1cccc(NC(=O)c2ccc[n+]([O-])c2)c1 | -5%[76.3 µM]
C=Cn1cc[n+](CC(=O)c2ccc(OC)c(OC)c2)c1 | -2%[76.3 µM]
Cc1ccc(NC(=O)c2cnn3c(C(F)F)cc(-c4ccccc4)nc23)c(C)c1 | -4%[76.3 µM]
COc1cccc(CNC(=O)C(C)n2nc(C)n3c(cc4occc43)c2=O)c1 (stereo not given) | -11%[76.3 µM]
O=[N+]([O-])c1cccc(N/N=C/c2ccc(N3CCOCC3)cc2)c1 | 7%
O=C(CCCN1C(=O)/C(=C/c2ccccc2)SC1=S)NCCCn1ccnc1 | -5%[76.3 µM]
Cc1[nH]c2ccccc2c1C(=O)C(=O)N1CCN(c2cccc(Cl)c2)CC1 | -13%[76.3 µM]
O=C(NC(Cc1ccccc1)C(=O)NCCc1ccccn1)c1cccs1 (stereo not given) | -7%
COc1ccccc1CNC(=O)Cc1c[nH]c2ccccc12 | -1%[76.3 µM]
CCN(CC(=O)NC1CCCC1)S(=O)(=O)c1ccc(F)cc1 | -7%[76.3 µM]
O=C(C[n+]1ccccc1)N/N=C/c1cc(Br)ccc1O | -4%
COC(=O)c1sccc1NC(=O)c1c(Cl)cccc1Cl | 0%[76.3 µM]
CCc1ccccc1N(CC(=O)NCc1ccco1)C(=O)CCC(=O)Nc1ccccn1 | -2%
O=C(NCCCNC(=O)c1ccc(Cl)cc1Cl)c1ccccn1 | -11%
OCC[C@@H]1C[C@H](O)[C@@H](O)[C@]2(CCCc3ccccc3O2)O1 | -7%[76.3 µM]
COc1ccc2c(c1)c(C(=O)O)c(C)n2-c1ccc(Cl)cc1 | 1%
O=C(CSc1ccc2nnc(CCNC(=O)c3ccccc3)n2n1)NCc1ccco1 | 0%[76.3 µM]
COc1cc(Br)cc(CN2CCN(c3ncccn3)CC2)c1O | -9%[76.3 µM]
CN(Cc1ccccc1)c1ccc(-c2nc(-c3ccncc3)no2)cc1[N+](=O)[O-] | -9%[76.3 µM]
CCc1c(O)nc(SCC(=O)N2CCc3cc(OC)c(OC)cc3[C@@H]2C)[nH]c1=O | -20%[76.3 µM]
Cn1c(=O)oc2cc(S(=O)(=O)Nc3ccc(Cl)cc3)ccc21 | -10%[76.3 µM]
COCCNC(=O)CCCn1c(SCC(=O)c2ccc(F)cc2)nc2c(sc3ccccc32)c1=O | 15%[76.3 µM]
COc1ccc(-c2cc(C(F)(F)F)nc(SCCC(=O)Nc3c(C)cccc3C)n2)cc1 | 12%[76.3 µM]
CCOc1ccccc1NC(=O)n1ncc2c(C)cccc21 | -5%
CS(=O)(=O)N1CCN(C(=O)c2ccc3c(c2)OCCO3)CC1 | 9%[76.3 µM]
COc1ccc(CC(CN)c2ccccc2)cc1 (stereo not given) | -17%[76.3 µM]
CC1CCN(S(=O)(=O)c2ccc3c(c2)c(=O)c(C(=O)NCc2ccc(Cl)cc2)cn3C)CC1 | -12%[76.3 µM]
CCCN(C(=O)c1nn(-c2ccc(OC)c(Cl)c2)c(=O)c2c1c1ccccc1n2C)c1ccccc1F | 19%[76.3 µM]
COc1ccc(CCC(=O)NCCOc2ccc(C)cc2)cc1 | 3%
COc1ccc(NC(=O)CCCc2nnc3n(CCC(C)C)c(=O)c4sccc4n23)c(OC)c1 | 18%[76.3 µM]
Cc1cccc(N(C)C(=O)CN2C(=O)COc3ccc(S(=O)(=O)N4CCCCCC4)cc32)c1 | -7%&9%[76.3 µM]
O=[N+]([O-])c1ccccc1S(=O)(=O)Nc1ccn(Cc2c(F)cccc2Cl)n1 | -9%[76.3 µM]
CC(C)c1ccc(S(=O)(=O)c2cn(CC(=O)Nc3ccc(F)cc3)c3ccccc3c2=O)cc1 | 17%[76.3 µM]
C/C(=N/Nc1nc(C)cc(C)n1)c1ccc(Br)cc1 | ?
CCCCn1c(N)c(N(CCOC)C(=O)CN2C(=O)c3ccccc3C2=O)c(=O)[nH]c1=O | -1%[76.3 µM]
COc1ccc(S(=O)(=O)N2CCCC2)cc1Br | 1%[76.3 µM]
O=C(O)c1ccccc1OCCN1CCCC1=O | 10%[76.3 µM]
COc1ccc(C(=O)C2CCN(C(=O)c3ccc(F)cc3)CC2)cc1 | -11%[76.3 µM]
Cc1cccc(N/C=C/C(=O)c2ccc(Cl)cc2)c1 | 1%
COc1cccc(C(=O)Nc2ccccc2C(=O)NCC2CCCO2)c1 (stereo not given) | 8%[76.3 µM]
COc1ccc(C(=O)c2sc(Nc3ccc(NC(C)=O)cc3)nc2C)cc1 | 11%[76.3 µM]
COc1cccc(-c2cc(C(=O)Nc3ccncc3)c3ccccc3n2)c1 | -14%[76.3 µM]
CCCCOc1ccccc1NC(=O)Cn1c(-c2cncs2)nc2ccccc21 | -14%[76.3 µM]
COc1ccc(-c2noc(CN(C(C)C)S(=O)(=O)c3ccc(Br)cc3)n2)cc1 | 1%[76.3 µM]
COC(=O)c1cc2oc3ccccc3c2n1Cc1nc(-c2cccc(C)c2)oc1C | 11%[76.3 µM]
CC(C)C[C@H](NC(=O)c1nc[nH]c1C(=O)N[C@@H](CC(C)C)C(=O)OCc1ccccc1)C(=O)OCc1ccccc1 | 12%[76.3 µM]
NC(=O)c1ccccc1NC(=O)CSC1=NCCS1 | 1%[76.3 µM]
CC(C)[C@H](NC(=O)N1c2ccccc2NC(=O)[C@@H]1C(C)C)C(=O)N[C@H](Cc1ccccc1)C(=O)O | -7%[76.3 µM]
CCOc1cc(/C=C(\C#N)C(=O)Nc2ccccc2C(=O)O)ccc1OC(=O)c1ccc(C)cc1 | 2%[76.3 µM]
CCCn1c(COc2ccc(C(=O)O)cc2)nc2ccccc21 | 0%[76.3 µM]
COc1ccc(N2CCN(C(=O)c3ccccc3NS(=O)(=O)c3ccccc3)CC2)cc1 | ?
O=C(Nc1ccc(S(=O)(=O)N2CCC(c3nc4ccccc4s3)CC2)cc1)c1ccccc1F | -6%[76.3 µM]
COc1ccc(NC(=O)CS(=O)(=O)c2ccccc2Cl)cc1 | -5%
CN(Cc1cnccn1)C(=O)c1cc(COc2cccc(C(F)(F)F)c2)on1 | -12%[76.3 µM]
CCS(=O)(=O)c1nc(S(=O)(=O)c2ccc(C)cc2)c(N2CCC(O)CC2)s1 | -5%[76.3 µM]
COc1ccc(Nc2ccc([N+](=O)[O-])c3nonc23)c(OC)c1 | 2%[76.3 µM]

# 4 entries already listed, sorted by SMILES length, smallest number first:
Structure | GAA glycogen mod
COC(=O)c1cc2oc3ccccc3c2n1Cc1nc(-c2cccc(C)c2)oc1C | 11%[76.3 µM]
COc1ccc(N2CCN(C(=O)c3ccccc3NS(=O)(=O)c3ccccc3)CC2)cc1 | ?
O=C(Nc1ccc(S(=O)(=O)N2CCC(c3nc4ccccc4s3)CC2)cc1)c1ccccc1F | -6%[76.3 µM]
CCOc1cc(/C=C(\C#N)C(=O)Nc2ccccc2C(=O)O)ccc1OC(=O)c1ccc(C)cc1 | 2%[76.3 µM]

# (more compounds)
Structure | GAA glycogen mod
Cc1nc(NC(=O)C2CC2)sc1C(=O)Nc1cccc(Cl)c1 | -14%[76.3 µM]
O=C(NCCc1ccccc1)C1CC(=O)N(C2CCCCC2)C1 (stereo not given) | -1%[76.3 µM]
COc1ccc(Cc2nc3ccccc3n2Cc2ccccc2C)cc1 | -13%[76.3 µM]
CN1CCN(S(=O)(=O)c2ccccc2)CC1 | 2%[76.3 µM]
O=C(COc1ccccc1Cl)NCCCNC(=O)c1cccnc1 | -2%[76.3 µM]
Cc1ccc(-c2nc(CS(=O)(=O)CC(=O)N3CCN(c4ccccc4)CC3)c(C)o2)cc1 | -8%[76.3 µM]
O=C(Nc1c(C(=O)Nc2cccc(C(F)(F)F)c2)oc2ccccc12)c1cc(=O)c2ccccc2o1 | 15%[76.3 µM]
COc1ccc(CCN=C(N)NS(=O)(=O)c2cc(F)ccc2F)cc1 | -12%[76.3 µM]
COCCNC(=O)c1cccc(OC2CCN(Cc3ccc(F)cc3OC)CC2)c1 | 8%[76.3 µM]
CC(=O)N1c2ccc(S(=O)(=O)NCC3CCC(C(=O)Nc4ncccc4C)CC3)cc2CC1C (stereo not given) | -14%[76.3 µM]
CC1(C)NS(=O)(=O)Oc2ccccc21 | 23%[76.3 µM]
CN(C)c1ccc(CN(C(=O)c2cccs2)C2CCS(=O)(=O)C2)cc1 (stereo not given) | -6%
COC(=O)c1ccc(CSc2nc3ccc(S(N)(=O)=O)cc3[nH]2)cc1 | -3%[76.3 µM]
N/C(=N\S(=O)(=O)c1cc(C(F)(F)F)cc(C(F)(F)F)c1)c1ccncc1 | -1%[76.3 µM]
CCn1cc2nc(SCC(=O)Nc3ccc(OC)cc3OC)n(Cc3ccc(Cl)cc3)c(=O)c2n1 | -16%[76.3 µM]
COc1cccc(NC(=O)c2ccc(-n3cnnn3)cc2)c1 | -4%[76.3 µM]
CC1CCCCC1NC(=O)CCCCCn1c(=S)[nH]c2ccsc2c1=O (stereo not given) | -5%[76.3 µM]
O=C(c1ccc2c(=O)n(CCc3ccccc3)c(=O)[nH]c2c1)N1CCN(c2ccc(F)cc2)CC1 | -13%
CCOc1cccc(/C=N/N2CCN(c3ccc(Cl)cc3)CC2)c1O | ?
Cc1nc(CCNC(=O)C2CCC(=O)N(Cc3ccc(Cl)cc3)C2)sc1C (stereo not given) | -9%[76.3 µM]
Cn1c(=O)n(CC(=O)O)c(=O)c2c1nc1n2CCCN1c1ccc(Cl)cc1 | -4%[76.3 µM]
Cc1nn(-c2nc(-c3ccccc3)cc(C(F)(F)F)n2)c(C)c1Cl | 2%[76.3 µM]
Cc1cc(N2CCN(c3ncccn3)CC2)nc2c(C)cccc12 | 0%
Oc1c(Br)cc(/C=N/n2c(-c3ccccc3)n[nH]c2=S)c(O)c1Br | -5%[76.3 µM]
CCOc1ccccc1NC(=O)Cn1c(=O)n(CCC(C)C)c(=O)c2cccnc21 | 25%[76.3 µM]
Cc1cccc(N(C)C(=O)C(Cc2ccccc2)NS(=O)(=O)c2cccc3nsnc23)c1 (stereo not given) | 16%[76.3 µM]
Cc1cc(C)cc(NC(=O)CNS(=O)(=O)c2ccc3nc(C)sc3c2)c1 | -3%[76.3 µM]
Cc1ccc(S(=O)(=O)N(CC(=O)N(C(C)C)C(C)C)C(=O)N2CCN(C)CC2)cc1 | 3%[76.3 µM]
CNC(=O)N(O)C1N(/N=C/c2ccccc2F)C(=S)SC1(C)C (stereo not given) | -1%
Cc1cc(C)cc(NC(=O)c2cccc(NC3=NC4CS(=O)(=O)CC4S3)c2)c1 (stereo not given) | -3%[76.3 µM]
Cc1ccc2occ(-c3cc(-c4ccc(F)cc4)nc4c3COc3ccc(F)cc3-4)c(=O)c2c1 | -9%[76.3 µM]
Cc1ccc(S(=O)(=O)N2CCOC23CCN(C(=O)c2cc(Cl)ccc2Cl)CC3)cc1 | -2%[76.3 µM]
Cc1nn(CC(=O)NCCCN2CCC(Cc3ccccc3)CC2)c(=O)c2cc(-c3ccccc3)nn12 | -3%[76.3 µM]
Clc1ccc(OCCCCN2CCCCC2)cc1 | 7%
O=C(NC1CCC(O)CC1)c1cccc2cccnc12 (stereo not given) | 5%
COc1ccc(C(C)(C)NC(=O)C2CCC(=O)N(CCCN3CCCC3=O)C2)cc1 (stereo not given) | 1%[76.3 µM]
COc1ccc(Cl)cc1NC(=O)NCC1CCN(Cc2cc(C)ccc2C)CC1 | 4%
COc1ccc(Cc2nnc(NC(=O)C3CC(=O)N(c4ccc(OC)cc4)C3)s2)cc1 (stereo not given) | 1%
CC(=O)c1cccc(NS(=O)(=O)c2csc(C(N)=O)c2)c1 | 4%
C=CCn1c(=O)c(C(=O)Nc2ncccc2O)c(O)c2ccccc21 | -9%[76.3 µM]
Cc1ccc2[nH]c3c(=O)[nH]ncc3c2c1 | -1%
COc1ccc(OCCSc2nc3ccccc3n2CCC(=O)O)cc1 | 17%[76.3 µM]
COc1c(S(=O)(=O)N2CCN(C(=O)c3ccco3)CC2)ccc(Cl)c1Cl | 3%[76.3 µM]
Cc1ccc(NC(=O)Cc2nnc(SCC(=O)NC3CCCC3)n2C)cc1 | 0%
CC(CN1CCCC1)OC(=O)c1ccccc1Cl (stereo not given) | 1%[76.3 µM]
Cc1cc(C)c2oc(-c3cccc(NC(=O)c4ccc(-c5cccc([N+](=O)[O-])c5)o4)c3)nc2c1 | 1%[76.3 µM]
Cc1ccc(C)c(NC(=O)CSc2nncn3c2cc2sccc23)c1 | -6%[76.3 µM]
CSc1nn(CC(=O)Nc2ccc(C)cc2C)c(N)c1S(=O)(=O)c1ccc(Cl)cc1 | -7%[76.3 µM]
O=C(NCC(=O)N1CC=C(c2ccccc2)CC1)c1ccccc1Br | -3%[76.3 µM]
COc1ccccc1/C=N/NC(=O)c1ccc2c(c1)OCO2 | -10%[76.3 µM]
Cc1ccc(NC(=O)CSc2cccc3cccnc23)c(C)c1 | -7%[76.3 µM]
COc1ccc(NC(=O)c2cccc(N3C(=O)C4CC=C(C)CC4C3=O)c2)c(OC)c1 (stereo not given) | 1%
CCOc1ccc(-c2nonc2NC(=O)c2oc3ccc(C)cc3c2C)cc1OCC | -3%[76.3 µM]

# From PubChem BioAssay
